p53 reactivation: mutant p53 re-activation in reporter cells | H1299 p53-A138V BP100-luciferase reporter, luminescence, 24 h | Potency, µM (series often up to 92.2 µM), without a hit: at the top dose activity change, positive = activation, most hits filed as activators | actives 0.063% (n = 320,000) | AID 504706; note: % of control where 0% means no effect; nearly all actives have a fitted effect of over 45% in size
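H1299 (p53-null), stable ts p53-A138V + BP100-Luc; 1000 cells/well, Opti-MEM/10% FBS; cpd 4 pt, 1:5; 24 h, 37 deg C, 5% CO2; detection reagent 10 min RT; luminescence.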
FLuc modulator: firefly luciferase modulation, counter-screen for miR-21 project | purified FLuc, Km substrates, luminescence inhibition | P08659 | Potency, µM (highest dose often 57.5 µM), for inactives: at the highest dose activity change, negative = inhibition, most hits filed as inhibitors | actives 6.9% (n = 360,000);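 note: plate controls were vehicle for no effect and reference inhibitor for full effect; nearly all actives have a fitted effect of over 55% in size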
Target sequence (P08659 whole entry, looked up): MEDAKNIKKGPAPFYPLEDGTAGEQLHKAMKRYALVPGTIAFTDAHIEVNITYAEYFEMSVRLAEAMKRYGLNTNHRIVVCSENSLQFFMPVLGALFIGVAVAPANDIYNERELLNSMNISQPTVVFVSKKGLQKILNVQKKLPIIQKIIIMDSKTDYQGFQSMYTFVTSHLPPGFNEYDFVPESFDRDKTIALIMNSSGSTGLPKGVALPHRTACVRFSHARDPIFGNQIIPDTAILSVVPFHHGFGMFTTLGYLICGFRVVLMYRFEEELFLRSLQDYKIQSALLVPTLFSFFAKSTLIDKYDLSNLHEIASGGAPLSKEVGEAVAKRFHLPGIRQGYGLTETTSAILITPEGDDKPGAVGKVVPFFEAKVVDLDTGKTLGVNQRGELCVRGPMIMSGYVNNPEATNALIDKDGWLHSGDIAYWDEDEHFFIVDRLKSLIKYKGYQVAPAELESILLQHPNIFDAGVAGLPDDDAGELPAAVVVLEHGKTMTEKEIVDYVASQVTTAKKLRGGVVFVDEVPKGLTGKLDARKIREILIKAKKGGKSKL
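Biochemical qHTS of compounds, final roughly 60 µM downward over six points, against 10 nM purified firefly luciferase using Km concentrations of substrates (10 uM D-luciferin, 10 uM ATP) in Tris acetate pH 7.5 buffer; luminescence output.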
ELG1 genotoxic: genotoxicity induction in ELG1-luciferase HEK293T cells | HEK293T ELG1-luciferase reporter, luminescence, 16 h | actives 1.3% (n = 330,000) | Potency, µM (series often up to 46 µM), for the others: at the top dose activity change, positive = activation, most hits filed as activators | AID 504466; note: % of control where 0% means no effect; nearly all actives have a fitted effect of over 60% in size
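Quantitative HTS format in 1536-well plates. HEK293T ELG1-luciferase reporter cells receive test compound and are incubated 16 hr at 37 °C, 5% CO2; ONE-Glo added, 30 min room temperature, then luminescence read.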
CXXC DNA block: inhibitors of human MLL CXXC domain-DNA interaction; Q03164; MLL-CXXC / FITC-HOXA9 DNA fluorescence polarization; Potency, µM (series often up to 115 µM), for the others: at the highest dose activity change, negative = inhibition, actives largely listed as inhibitors; actives 0.037% (n = 290,000); active = well fitted inhibition curve with a large enough effect in the polarisation, with a control signal flat, not every such curve was filed as active; inconclusive = small, poorly fitted or top-dose-only effect, or effect the other way, or a change in a side signal; inactive = no such curve, though single readings can be large or run the other way; the % refers to the polarisation
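Purified MLL-CXXC (added from a 7 uM solution) was preincubated 5 min at ambient with pinned compounds in 50 mM Tris-HCl pH 7.5, 50 mM NaCl, 1 mM DTT, 0.05% BSA. Fluorescein-labeled HOX-A9 DNA (50 nM solution) followed, 30 min, then polarization read.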
VP16 counter: inhibits Gal4-VP16 luciferase reporter, ROR gamma counter-screen; Drosophila S2 Gal4-VP16 UAS-luciferase, luminescence, 20 h; Potency, µM (highest dose often 53.6 µM), without a hit: at the top dose activity, negative = inhibition, most hits filed as inhibitors; actives 3.5% (n = 310,000);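 note: Gal4-VP16 expression switched on by copper sulfate through the metallothionein promoter; % is set by controls: 0 for no effect and ±100 for the full control effect; nearly all actives have a fitted effect of over 50% in size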
NPC1 prom act: activators of NPC1 promoter; Huh7 NPC1 promoter luciferase reporter, 24 h; Potency, µM (doses to about 9.22 µM), for the others: top-dose activation, actives largely listed as activators; actives 2.4% (n = 320,000);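 note: % of control where 0% means no effect; nearly all actives have a fitted effect of over 60% in size; reporter is driven by a mutant NPC1 promoter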
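Stably transfected Huh7 (NPC1 promoter→luciferase), 1500 cells/well in Opti-MEM + 10% FBS, 2 h settle, then compound 24 h at 37 °C. Luminescence after 10 min with Amplite reagent.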
uPA generation: inhibitors of cell surface uPA generation; cell surface uPA generation assay, qHTS; Potency, µM (titrated, usually from 38.3 µM), without a hit: top-dose activity change, negative = inhibition, most hits filed as inhibitors; actives 0.31% (n = 330,000); AID 540303; active = well fitted inhibition curve with a large enough effect; inconclusive = small, poorly fitted or top-dose-only effect; inactive = no such curve, though single readings can be large or run the other way; tested in mouse RAW 264.7 cells; note: % is set by controls: 0 for no effect and ±100 for the full control effect; nearly all actives have a fitted effect of over 55% in size
Rab9 promoter act: activators of Rab9 promoter; Huh7 Rab9 promoter-luciferase reporter, luminescence, 24 h; actives 2.8% (n = 320,000); Potency, µM (highest dose often 9.22 µM), for the others: at the top dose activation, negative = inhibition, usual class: activators; note: % of control where 0% means no effect; nearly all actives have a fitted effect of over 60% in size
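Using Huh7 cells stably transfected with Rab9 promoter–luciferase, compounds were incubated 24 h at 37 °C, 5% CO2; luciferase luminescence was read 10 min after reagent addition.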
MBNL1-CUG inh: blocks human MBNL1 binding to CUG repeat RNA. Potency, µM (doses to about 57.5 µM), without a hit: at the highest dose activity change, negative = inhibition, actives largely listed as inhibitors. TR-FRET MBNL1-His/biotin-(CUG)12 binding, 665/545 ratio. Q9NR56. actives 0.036% (n = 280,000); active = well fitted inhibition curve with a large enough effect in the signal ratio, with a control signal flat, not every such curve was filed as active; inconclusive = small, poorly fitted or top-dose-only effect, or effect the other way, or a change in a side signal; inactive = no such curve, though single readings can be large or run the other way; the % refers to the signal ratio; note: % is set by controls: 0 for no effect and ±100 for the full control effect
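TR-FRET readout: Ex 340 nm, 665/545 nm emission ratio, normalized to buffer-only (basal) and MBNL1-(CUG)12 controls. Complex of MBNL1-His with Biotin-(CUG)12, compounds 92 nM–58 uM, incubated 60 min at room temperature.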
RORg inh: ROR gamma (mouse) transcription inhibition. Potency, µM (series often up to 53.6 µM), for the others: top-dose activity change, negative = inhibition, most hits filed as inhibitors. Drosophila S2 Gal4-RORgamma UAS-luciferase reporter, 20 h. actives 5.4% (n = 310,000). AID 2551; note: % is set by controls: 0 for no effect and ±100 for the full control effect; nearly all actives have a fitted effect of over 60% in size
Target sequence (P51450 whole entry, looked up, the tested form may be a part): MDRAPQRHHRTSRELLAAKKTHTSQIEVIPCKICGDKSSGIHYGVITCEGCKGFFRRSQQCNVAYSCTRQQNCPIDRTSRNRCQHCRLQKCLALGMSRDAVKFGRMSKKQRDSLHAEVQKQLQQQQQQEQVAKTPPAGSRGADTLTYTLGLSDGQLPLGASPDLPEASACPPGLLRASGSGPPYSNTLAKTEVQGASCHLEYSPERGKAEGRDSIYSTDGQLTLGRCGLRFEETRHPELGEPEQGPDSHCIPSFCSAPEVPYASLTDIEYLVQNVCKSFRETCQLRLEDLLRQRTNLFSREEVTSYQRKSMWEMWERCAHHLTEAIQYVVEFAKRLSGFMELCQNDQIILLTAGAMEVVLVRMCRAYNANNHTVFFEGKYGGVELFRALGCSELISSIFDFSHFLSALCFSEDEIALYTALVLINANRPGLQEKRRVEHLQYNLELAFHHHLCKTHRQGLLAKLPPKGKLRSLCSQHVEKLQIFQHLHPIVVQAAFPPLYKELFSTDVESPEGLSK
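A Gal4/UAS one-hybrid system in insect cells: metallothionein-promoter Gal4–ROR gamma fusion plus Photinus luciferase reporter. Copper sulfate 700 uM final, 20 hr ambient incubation, luminescent detection after 10 min with reagent.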
BRCA1 expr act: activators of BRCA1 expression | MCF7-BRCA1-FFLuc reporter, luminescence, 48 h; response scale: scaled: vehicle 0%, 10 µM genistein 100% | Potency, µM (highest dose often 46.1 µM), for the others: at the highest dose activation, actives largely listed as activators | actives 1.1% (n = 380,000) | AID 624202; note: nearly all actives have a fitted effect of over 80% in size; some results filed as inactive show a strong effect at the top dose
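Using MCF7 cells harboring a BRCA1 firefly luciferase reporter, plated 2 h before compound pinning, the screen measured luminescence after 48 h incubation. Responses were normalized to DMSO and 10 microM genistein, then fitted for concentration-effect.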
Numbers without * were called inactive; ? = inconclusive; · = no result given; [ ] = remark or other dose. Unless noted, calls come from the whole dose curve; as a rule, active = well fitted curve in the direction sought with a large enough effect; inconclusive = small, poorly fitted or top-dose-only effect, or another doubt; inactive = no such curve, though single readings can be large; an effect the other way counts as inactive or inconclusive. Potency is the fitted concentration of half-maximal effect. These rows are one share of the data; rates above refer to the full screens.

Order of values – ELG1 genotoxic | RORg inh | p53 reactivation | FLuc modulator | CXXC DNA block | MBNL1-CUG inh | BRCA1 expr act | NPC1 prom act | VP16 counter | Rab9 promoter act | uPA generation
O=C(COC(=O)c1cncc(Br)c1)NC1CC1
 : 0% | 1% | 3% | 9% | 10% | -8% | 10% | -2% | -2% | 3% | ·
C/C(=N\NC(=O)COc1ccccc1)c1cccs1
 : ? | 34% | ? | ? | 1% | 2% | 84% | 23% | ? | ? | -6%
COCCCNC(=O)CNC(=S)N(Cc1cc(OC)c(OC)c(OC)c1)C1CCCC1
 : -2% | -3% | -4% | 5% | -4% | -1% | -3% | 0% | 0% | -5% | 0%
CCOc1ncccc1C(=O)Nc1cccc(Cl)c1Cl
 : -3% | 6% | 4% | -21% | -5% | -1% | 1% | 0% | -11% | 1% | 3%
O=C1NC(c2cccc(Cl)c2)Nc2ccccc21 (configuration not stated)
 : 5% | 20% | -3% | ? | -8% | 6% | -26% | 5% | -17% | 15% | -8%
COc1ccc(N=CC2=C(O)c3ccccc3C2=O)c(OC)c1
 : 0.065µM* | 4µM* | 6% | 0.076µM* | 21% | ? | -66%[inhibitor] | ? | 4µM* | 0.71µM* | -12%
COc1ccc(CCNC(=O)c2cc3c(=O)n4ccccc4nc3n(C3CCCCC3)c2=N)cc1
 : -15% | -37% | 3% | -2% | 10% | ? | -34% | -2% | -6% | -8% | -62%
Cc1cc(C)c(C)c(C(=O)CSc2nnc(-c3ccc4[nH]c(C)c(C)c4c3)o2)c1C
 : -3% | ? | -6% | 1% | 24% | 25% | -24% | -2% | ? | -1% | 3%
O=C(Cn1ncc(N2CCCC2)c(Br)c1=O)c1ccc(Cl)cc1
 : ? | 5% | 8% | 19µM* | 0% | 6% | 1.4µM* | ? | 6% | 1.4µM* | ·
Nc1nc(SCC(=O)Nc2ccc(S(N)(=O)=O)cc2)n[nH]1
 : -3% | ? | -2% | -3% | 20% | 11% | 12% | -8% | -2% | -10% | ·
CC1=C(C#N)C(NC(=O)c2ccc(C)cc2)(C(F)(F)F)C(=O)N1 (configuration not stated)
 : 0% | -20% | -3% | 0% | -1% | -4% | -2% | -1% | -1% | 2% | 1%
O=C1c2ccccc2C(=O)N1/N=C/c1ccc(Oc2ccc([N+](=O)[O-])cn2)cc1
 : 1% | 4% | -3% | -5% | 5% | ? | 19% | -1% | -16% | -6% | 4%
Cc1ccccc1-n1c(SCC(N)=O)nc2sc(-c3ccccc3)cc2c1=O
 : -6% | 10% | 4% | -7% | -3% | 3% | -14% | -2% | -1% | -4% | 0%
CCNC(=O)NC(=O)C(C)Sc1nc2ccccc2n1CC(C)C (configuration not stated)
 : -3% | ? | 7% | 4% | -12% | -3% | -21% | -3% | -20% | 14% | 3%
CC(C(=O)NCc1cccnc1)c1ccc([N+](=O)[O-])cc1 (configuration not stated)
 : -2% | 13% | 0% | -1% | 8% | ? | -15% | -6% | -5% | -1% | -2%
Fc1ccccc1CSc1nnnn1-c1ccc2c(c1)OCO2
 : 1% | ? | -2% | ? | -6% | -7% | 68% | 12% | 12% | 25% | -5%
CCCn1c(CN2CCN(C(=O)OCC)CC2)nc2c1c(=O)n(C)c(=O)n2C
 : -4% | ? | 0% | 1% | -21% | 3% | -1% | -7% | -6% | -17% | -14%
CCCCCCNC(=O)c1cn(CC)c2cc(N3CCN(C)CC3)c(F)cc2c1=O
 : -11% | 11µM* | -2% | 2% | -7% | -25% | -47% | -4% | 13µM* | 0% | ?
CC(=O)Nc1ccc(NC(=O)CC2CCCC2)cc1
 : 7% | 6% | 6% | -8% | -6% | 3% | 21% | 15% | 6% | 17% | 3%
Cc1ccc(-c2cc(C(=O)NC3CCN(Cc4ccccc4)CC3)c3ccccc3n2)cc1
 : 0% | · | 2% | ? | · | · | -4% | -8% | · | -1% | -6%
CC(=O)NC(=O)COC(=O)c1ccc2ncsc2c1
 : 4% | -1% | 12% | 6% | 6% | 0% | -1% | 0% | 2% | -2% | 3%
CCOc1ccc(C(=O)NCCNC(=O)c2ccc(OCC)cc2)cc1
 : 0% | -10% | ? | 3% | -5% | -7% | -25% | -4% | 3% | -3% | -1%
O=C(CCC1COc2ccccc2O1)NCc1ccco1 (configuration not stated)
 : -1% | -20% | 6% | -1% | 6% | 13% | 6% | -1% | 18% | 1% | -9%
CCOc1ccccc1CNC(=O)c1nn(CC)cc1[N+](=O)[O-]
 : -2% | -1% | -18% | -2% | 11% | · | -51% | -2% | -6% | -5% | 1%
CCn1cc(C(=O)OCC(=O)Nc2cccc(Cl)c2Cl)c(=O)c2ccc(C)nc21
 : 2% | 1% | 6% | -6% | 0% | 2% | -12% | -2% | 3% | -3% | -1%
O=C(Nc1ccc(Cl)cc1)[C@@H]1[C@@H]2C(=O)N(c3ccc(Cl)cc3)C(=O)[C@@H]2[C@H]2C=CC=NN21
 : 0% | -23% | -1% | -15% | 0% | 20% | -56% | -1% | -6% | 1% | -2%
Cc1ccccc1OCC(=O)NNC(=O)Nc1ccc(Cl)cc1
 : 4% | -19% | -2% | -1% | 0% | -4% | -96% | -26% | 1% | -15% | -10%
COC(=O)CSc1nnc(CNc2ccc(OC)cc2)n1C
 : 1% | -3%[10 µM] | -2% | -7% | -14% | -1% | -16% | 7% | 6% | 12% | 5%
Cc1cc(C)cc(N(C(=O)c2sc(C)nc2C)C(C(=O)NCc2ccco2)c2ccccc2)c1 (configuration not stated)
 : -5% | 40% | -6% | 2% | 4% | 0% | -34% | 0% | 6% | -5% | 10%
O=C(/C=C/Nc1ccccc1C(=O)O)c1cccs1
 : 16µM* | ? | ? | 3.4µM* | 41%[activator] | ? | ? | 1.4µM* | ? | 1µM* | 0%
Fc1cc2[nH]c(=S)[nH]c2c(Br)c1N1CCSCC1
 : 11% | 11µM* | ? | 13µM* | 8% | 6% | 72% | 11% | 13% | 10% | 2%
Cc1ccc(C(=O)C[n+]2ccc3ccccc3c2)cc1
 : 0% | -1% | ? | 2% | 3% | ? | 67% | 14% | 2% | 11% | 1%
O=C(NCc1ccco1)c1cc(S(=O)(=O)N2CCOCC2)c(Cl)cc1Cl
 : -1% | -5% | -3% | 1% | -6% | -5% | 3% | -3% | 0% | 0% | -7%
Cc1cc(NC(=O)c2ccc(S(=O)(=O)N3CCc4ccccc43)cc2)no1
 : -6% | 11µM* | 0% | 2% | 15% | 10% | -12% | -1% | ? | -6% | -3%
CC1C(=O)C(C)C(c2ccc(Br)cc2)NC1c1ccc(Br)cc1 (configuration not stated)
 : 5% | -2% | 14% | 2% | 10% | -7% | -37% | -2% | 2% | -2% | ?
COc1ccc(-c2nn(-c3ccccc3)cc2/C=C(\CC(=O)O)c2nc3ccccc3s2)cc1OC
 : 2% | ? | 0% | 9.5µM* | -25% | 4% | -10% | 3% | -1% | -1% | -5%
Cc1sc2ncnc(NCC(O)c3ccccc3)c2c1C (configuration not stated)
 : -9% | ? | 23% | 19µM* | 11% | 3% | 33% | -1% | 16µM* | -10% | 0%
Cc1cccc(N2C(=O)N3[C@H](c4ccc(F)cc4)[C@@H]4C(=O)N(C5CCCCC5)C(=O)[C@@H]4[C@]3(Cc3ccccc3)C2=O)c1
 : -1% | 0% | 12% | 0% | -1% | -10% | -29% | -4% | -5% | 1% | 0%
O=C(NCCN1CCOCC1)c1ccc2c(c1)N(Cc1ccccc1)CCS2
 : -6% | -4% | 5% | 5% | 4% | 14% | -20% | -1% | 5% | -2% | -9%
CC(=O)CC(C)(C)S(=O)(=O)c1ccc(NC(C)=O)cc1
 : 2% | -18% | -2% | -1% | -3% | 1% | 14% | 0% | 18% | 14% | 6%
COc1ccc(NC(=O)CSc2nc3cccnc3n2C)cc1
 : -8% | ? | -1% | ? | -4% | -3% | -2% | 1% | -17% | -3% | -4%
NC(=O)c1ccc(OCC(F)(F)C(F)(F)C(F)(F)C(F)(F)C(F)(F)C(F)F)cc1
 : -1% | 17% | 3% | -2% | -5% | -10% | 0% | -4% | 5% | -4% | 21%
Fc1cccc(NC(=S)Nc2ccc(Br)cc2)c1
 : -8% | ? | 15% | ? | 15% | 0% | 0% | 12% | ? | 13% | 1%

Screening results: PubChem, National Center for Advancing Translational Sciences (NCATS)
